# Assay outcomes: PubChem BioAssay, several laboratories
# Mcl1-Bid inh: disrupts binding of human Mcl-1 to Bid peptide | inhibition, % at 21.7 µM | 220,000 tested, 0.97% active | TR-FRET Mcl-1/Bid-Dy647 peptide binding, 1536-well | Q07820;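 active means compounds that cut the binding signal by more than half at the single screening dose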;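 further: His-tagged Mcl-1 with europium anti-His antibody binding Bid BH3 peptide; 0% = Mcl-1 plus peptide wells and 100% = peptide-only wells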
# Bim-Bcl-W: disrupts Bim peptide binding to human Bcl-W; Q92843; bead-based flow cytometry; inhibition, % at 10 µM; 190,000 tested, 0.02% active;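 further: 0% = bound tracer without compound and 100% = peptide blocker; higher means less fluorescent Bim peptide bound to Bcl-W beads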
# RGS8-Gao reg: human RGS8-Galphao interaction regulation; multiplexed bead flow cytometry, RGS8-Galphao binding; actives lie on both sides; 220,000 tested, 0.34% active; response (percent of control binding), % at 10 µM; AID 1423; in the data active means response below about 60% or above about 140%; inactive means in between;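 further: Galphao activated as the GDP aluminium fluoride complex binding bead-coupled RGS8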
# Target sequence (P09471 whole entry, looked up): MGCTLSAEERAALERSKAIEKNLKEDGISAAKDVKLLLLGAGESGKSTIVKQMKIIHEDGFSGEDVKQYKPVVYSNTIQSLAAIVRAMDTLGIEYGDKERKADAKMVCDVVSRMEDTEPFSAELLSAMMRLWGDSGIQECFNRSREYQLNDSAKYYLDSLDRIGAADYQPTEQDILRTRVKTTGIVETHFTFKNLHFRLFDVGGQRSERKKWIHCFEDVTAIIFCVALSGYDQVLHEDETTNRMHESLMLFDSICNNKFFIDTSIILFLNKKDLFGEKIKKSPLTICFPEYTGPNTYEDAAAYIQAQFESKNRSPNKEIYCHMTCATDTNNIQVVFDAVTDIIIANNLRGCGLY
# Mcl-1 Bim block: disrupts Bim peptide binding to human Mcl-1; Bead-based flow cytometry, Bim peptide-Mcl-1 binding; 190,000 tested, 0.1% active; inhibition, % at 10 µM; Q07820;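 further: 0% = no compound tracer wells and 100% = peptide blocker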
# Bcl-B Bim block: inhibitors of Bim-Bcl-B interaction, human | bead-based flow cytometry, Bim peptide-Bcl-B binding | Q9HD36 | inhibition, % at 10 µM | 190,000 tested, 0.073% active;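 further: 0% = tracer peptide without compound and 100% = reference inhibitor peptide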
# Target sequence (Q9HD36 whole entry, looked up): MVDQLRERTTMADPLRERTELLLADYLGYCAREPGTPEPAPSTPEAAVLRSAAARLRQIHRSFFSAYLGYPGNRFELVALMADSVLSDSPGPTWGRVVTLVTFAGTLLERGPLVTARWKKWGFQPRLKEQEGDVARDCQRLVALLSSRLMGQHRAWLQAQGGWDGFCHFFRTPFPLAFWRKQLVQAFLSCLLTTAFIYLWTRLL
# Bcl-2 Bim block: inhibitors of Bim-Bcl-2 interaction, human. Bead-based flow cytometry, Bim peptide-Bcl-2 binding. inhibition, % at 10 µM. 190,000 tested, 0.06% active. AID 950; in the data active means inhibition above about 40%; inconclusive means no clear call, values can overlap the other calls;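 further: 0% = no compound wells with probe peptide and 100% = reference peptide inhibitor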
# Target sequence (P10415 whole entry, looked up): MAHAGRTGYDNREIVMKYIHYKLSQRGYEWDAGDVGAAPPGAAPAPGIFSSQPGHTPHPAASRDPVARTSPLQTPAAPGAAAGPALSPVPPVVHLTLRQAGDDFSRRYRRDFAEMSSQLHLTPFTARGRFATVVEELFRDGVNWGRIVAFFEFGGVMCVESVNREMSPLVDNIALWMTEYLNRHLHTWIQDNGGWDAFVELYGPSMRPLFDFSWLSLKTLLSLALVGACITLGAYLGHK
# Bcl-XL Bim block: disrupts Bim peptide binding to human Bcl-XL; Q07817; bead flow cytometry, fluorescence; inhibition, % at 10 µM; 190,000 tested, 0.04% active
# Target sequence (Q07817 whole entry, looked up): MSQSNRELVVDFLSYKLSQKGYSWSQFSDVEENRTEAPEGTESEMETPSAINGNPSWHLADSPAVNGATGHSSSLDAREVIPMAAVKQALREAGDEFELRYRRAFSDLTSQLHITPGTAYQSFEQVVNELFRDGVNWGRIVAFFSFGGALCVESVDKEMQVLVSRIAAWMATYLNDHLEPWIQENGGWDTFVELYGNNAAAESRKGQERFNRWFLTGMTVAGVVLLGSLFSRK
# RGS7-Gao reg: modulates binding of RGS7 to human Galphao | P09471 | Multiplexed bead flow cytometry; actives lie on both sides | binding response (% of control), % at 10 µM | 220,000 tested, 0.35% active; in the data active means binding response below about 49% or above about 150%; inconclusive means no clear call, values can overlap the other calls; inactive means in between;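 further: fluorescent Galphao held in activated GDP-AlF4 state binding bead-coupled RGS7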
# RGS4-Gao reg: modulates binding of RGS4 to human Galphao | binding response (% of control), % at 10 µM | 220,000 tested, 0.33% active | P09471 | Multiplexed bead flow cytometry; actives lie on both sides; in the data active means binding response below about 49% or above about 150%; inactive means in between;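 further: fluorescent Galphao activated with aluminum fluoride binding bead-coupled RGS4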
# Bfl-1 Bim block: human Bim-Bfl-1 interaction inhibition; Q16548; AID 1008; 190,000 tested, 0.12% active; inhibition, % at 10 µM; Bead-based flow cytometry, Bim-Bfl-1 binding inhibition;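 further: 0% = wells without compound plus tracer and 100% = blocker peptide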
# Mcl1 Noxa PPI: disrupts binding of human Mcl-1 to Noxa peptide; Q07820; inhibition, % at 21.7 µM; 220,000 tested, 1.5% active; TR-FRET Mcl-1/Noxa peptide binding, 2 h;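 active means compounds that cut the protein-peptide binding signal by more than 50% relative to plate controls in a single-dose test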;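 further: His-tagged Mcl-1 with rhodamine Noxa BH3 peptide and terbium anti-His antibody; 0% = Mcl-1 plus Noxa peptide wells and 100% = peptide-only wells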
# * hit, by the source's call; ? = inconclusive; . = not tested or not shown. Unless noted, no stated cut-off is given here; in the data, active means inhibition above about 40%.
SMILES,Mcl1-Bid inh,Bim-Bcl-W,RGS8-Gao reg,Mcl-1 Bim block,Bcl-B Bim block,Bcl-2 Bim block,Bcl-XL Bim block,RGS7-Gao reg,RGS4-Gao reg,Bfl-1 Bim block,Mcl1 Noxa PPI
O=C(NCC(O)c1ccc([N+](=O)[O-])cc1)c1cccc(S(=O)(=O)N2CCCC2)c1 (configuration not stated),-13.7,0.0,105.6,0.0,-5.0,-1.0,0.0,106.1,110.0,-4.0,7.7
CCOc1ccc(-c2cnc(SCC(N)=O)nc2N)cc1,-13.4,-3.0,104.3,-5.0,-11.0,-7.0,-3.0,102.7,100.0,-13.0,-18.7
CCOC(=O)c1cc(-c2ccccc2)n(CCC(=O)O)c1C,-82.8,0.0,107.2,-2.0,0.0,-2.0,0.0,107.0,107.2,-1.0,14.8
CC(C)NC(=O)COc1ccc(OCc2ccccc2)cc1,-9.7,-1.0,98.3,0.0,0.0,-3.0,-2.0,94.7,100.1,-7.0,10.4
CC(C)n1c(=S)[nH]c2ccccc21,-21.1,-3.0,99.7,-5.0,-19.0,-5.0,-5.0,118.0,99.6,11.0,15.9
Cc1ccc(NC(=O)Nc2ccc([N+](=O)[O-])cc2)nc1,11.4,-3.0,100.6,5.0,-5.0,-5.0,-1.0,?,102.3,-2.0,22.0
CCn1c(SCc2ccc(C(=O)OC)o2)nc2sc3c(c2c1=O)CCCC3,-7.5,-1.0,103.1,0.0,1.0,-1.0,2.0,101.1,102.3,-1.0,12.3
COc1cccc(C2c3c(-c4cc(Cl)c(C)cc4O)n[nH]c3C(=O)N2Cc2cccnc2)c1 (configuration not stated),5.3,-1.0,100.0,-3.0,-12.0,-13.0,-8.0,97.7,100.1,-18.0,13.7
CC(=O)Nc1ccc(SC[C@H](c2ccccc2)N2CCN(CCc3ccccc3)CCC2=O)cc1,-63.4,.,97.8,.,.,.,.,?,100.8,.,8.6
CC(C)C[C@H](NC(=O)c1nc[nH]c1C(=O)N[C@@H](CC(C)C)C(=O)OC(C)(C)C)C(=O)OC(C)(C)C,-64.8,.,97.5,.,.,.,.,?,95.0,.,-96.9
O=C(Nc1nccs1)C(c1ccccc1)N1CCCCC1 (configuration not stated),-22.4,-4.0,98.7,-6.0,-6.0,-5.0,-5.0,?,100.1,-5.0,7.3
Fc1cccc(CSc2nc3ncccc3[nH]2)c1,-43.8,7.0,84.9,-1.0,8.0,6.0,6.0,97.1,96.9,10.0,-4.4
C=CCSC(=S)Nc1c(C)n(C)n(-c2ccccc2)c1=O,-39.2,-1.0,98.2,0.0,-3.0,-1.0,-1.0,?,98.8,-6.0,8.0
COc1ccc(CSCC(=O)NCCC(C)C)cc1,1.7,-3.0,99.7,-2.0,-3.0,-4.0,0.0,94.1,96.3,-9.0,3.9
CC1CCN(C(C(=O)NC2CCCCC2)c2cc3c(cc2[N+](=O)[O-])OCO3)CC1 (configuration not stated),-16.7,-2.0,100.5,-2.0,-2.0,-1.0,-1.0,101.1,102.6,0.0,6.0
Cc1cc(C)nc(SCC(=O)Nc2ccc(Br)cn2)n1,-11.9,-2.0,100.6,-1.0,-3.0,-1.0,-1.0,104.4,100.2,-2.0,5.0
COc1ccc(NC2=CC(c3cccc(OC)c3)N(c3ccc(OC)cc3)C2=O)cc1 (configuration not stated),-56.4,6.0,99.4,0.0,-6.0,-12.0,-6.0,93.2,100.4,-1.0,0.6
O=C(NCc1ccc(Cl)cc1)C1C2C=CC3(CN(Cc4cccnc4)C(=O)C13)O2 (configuration not stated),-18.5,-4.0,100.7,-4.0,-10.0,-6.0,-9.0,100.4,101.7,-11.0,26.0
Cc1cc(Nc2nnnn2-c2ccccc2)n(-c2ccc(Cl)cc2)n1,-46.2,-2.0,99.1,-1.0,-2.0,-1.0,-2.0,98.4,97.4,-4.0,11.3
NC(=O)c1ccsc1NC(=O)c1ccc(N2CCCC2=O)cc1,-1.7,0.0,100.7,0.0,-1.0,-2.0,-1.0,?,101.2,0.0,54.9*
O=C(/C=C/c1ccc(Cl)cc1)Nc1ccccc1N1CCOCC1,-10.0,-3.0,93.6,-1.0,-2.0,-4.0,-5.0,99.7,86.9,-1.0,-22.9
CCCOc1ccc(C(O)C(CN2CCOCC2)c2ccccc2)cc1 (configuration not stated),-2.3,-1.0,102.7,-2.0,-3.0,-2.0,0.0,102.8,104.5,-3.0,-0.1
O=C(CCc1ccccc1)Nc1ccc(NC(=O)c2ccco2)cc1,7.0,0.0,95.4,2.0,-4.0,-5.0,-2.0,90.7,92.8,-8.0,2.7
CN(C)S(=O)(=O)c1cccc(NC(=O)COC(=O)c2cc(-c3cccc(Br)c3)nc3ccccc23)c1,-0.3,-11.0,100.8,-22.0,-12.0,-5.0,-11.0,100.0,102.8,-3.0,-13.8
Cc1cc(C)c(C(=O)Cn2nc(C(=O)O)c3ccccc3c2=O)cc1C,5.3,.,99.4,.,.,.,.,?,92.0,.,-45.9
COCCNC(=O)C1CCCN(c2ncccn2)C1 (configuration not stated),-14.0,-1.0,103.2,0.0,-6.0,-7.0,-11.0,103.0,103.3,-8.0,1.8
CCCn1c(N)c(C(=O)CSc2nnc(C)n2Cc2ccccc2)c(=O)n(C)c1=O,-36.8,5.0,101.8,0.0,-5.0,-5.0,-3.0,100.9,99.5,-10.0,-6.2
CC(=O)C1=C(O)C(=O)N(c2ccc(C)cc2)C1c1ccccn1 (configuration not stated),-3.9,-3.0,.,-2.0,-4.0,6.0,-3.0,.,.,0.0,17.6
O=C1NC(=S)N(c2cccc(Cl)c2)C12CCCCC2,-26.7,-3.0,102.3,-1.0,-8.0,-8.0,-5.0,100.7,102.5,-3.0,13.6
COC(=O)C(C)Sc1ccc2nnc(-c3ccccc3)n2n1 (configuration not stated),-18.0,-1.0,101.5,2.0,-4.0,0.0,-5.0,105.3,101.7,-4.0,9.6
CCCCCCN1CC(C(=O)OCC)C(=O)C1=O (configuration not stated),-8.7,1.0,96.7,-2.0,5.0,2.0,2.0,92.0,97.5,5.0,-4.0
CCc1ccc2c(c1)C1(C(=O)N2)N2CCCC2C(C(=O)c2ccc3ccccc3c2)C12C(=O)Nc1ccccc12 (configuration not stated),1.2,-4.0,98.3,-3.0,-16.0,-4.0,-9.0,97.7,99.2,-9.0,-13.6
COc1cccc(NC(=O)N(CCN(C)C)C(C)c2cccnc2)c1 (configuration not stated),-16.1,.,99.4,.,.,.,.,?,98.8,.,-15.4
O=C(c1n[nH]c2ccccc12)N1CCOCC1,-61.2,0.0,96.3,-2.0,-3.0,-3.0,-4.0,91.8,92.7,-7.0,10.1
Cc1c(-c2ccccc2)nc(N)c(C#N)c1-c1ccco1,2.2,0.0,98.0,1.0,0.0,2.0,-1.0,96.0,95.4,1.0,-2.7
CN(C)C(=O)COC(=O)c1cccnc1Nc1ccccc1F,-4.0,-2.0,102.0,-1.0,-1.0,-1.0,0.0,99.6,101.8,-2.0,1.9
CCOC(=O)C1=C(C)N(C)C(C)=C(C(=O)OCC)C1c1ccsc1,-33.5,-1.0,102.8,0.0,-4.0,-4.0,-1.0,96.1,100.9,-4.0,8.9
CCOC(=O)c1nc(N)c(C(=O)OCC)[nH]1,-43.9,-3.0,101.7,-1.0,-3.0,-2.0,-3.0,107.2,99.2,-5.0,0.9
CC1(C)C2CCC13CS(=O)(=O)NC3C2 (configuration not stated),-1.7,0.0,103.5,0.0,0.0,6.0,0.0,102.7,104.6,4.0,-4.7
COc1ccc(OCC(O)CNCCNc2nccc(C(F)(F)F)n2)cc1 (configuration not stated),-23.6,.,112.8,.,.,.,.,?,121.6,.,-8.0

# Rewritten field by field: part of the list above.
SMILES: CCCOc1ccc(C(O)C(CN2CCOCC2)c2ccccc2)cc1 (configuration not stated)
  Mcl1-Bid inh = -2.3
  Bim-Bcl-W = -1.0
  RGS8-Gao reg = 102.7
  Mcl-1 Bim block = -2.0
  Bcl-B Bim block = -3.0
  Bcl-2 Bim block = -2.0
  Bcl-XL Bim block = 0.0
  RGS7-Gao reg = 102.8
  RGS4-Gao reg = 104.5
  Bfl-1 Bim block = -3.0
  Mcl1 Noxa PPI = -0.1
SMILES: O=C(CCc1ccccc1)Nc1ccc(NC(=O)c2ccco2)cc1
  Mcl1-Bid inh = 7.0
  Bim-Bcl-W = 0.0
  RGS8-Gao reg = 95.4
  Mcl-1 Bim block = 2.0
  Bcl-B Bim block = -4.0
  Bcl-2 Bim block = -5.0
  Bcl-XL Bim block = -2.0
  RGS7-Gao reg = 90.7
  RGS4-Gao reg = 92.8
  Bfl-1 Bim block = -8.0
  Mcl1 Noxa PPI = 2.7

# (further entries)
SMILES,Mcl1-Bid inh,Bim-Bcl-W,RGS8-Gao reg,Mcl-1 Bim block,Bcl-B Bim block,Bcl-2 Bim block,Bcl-XL Bim block,RGS7-Gao reg,RGS4-Gao reg,Bfl-1 Bim block,Mcl1 Noxa PPI
O=C(NCC(c1cccs1)N1CCOCC1)c1ccc(Br)o1 (configuration not stated),19.1,0.0,100.4,2.0,0.0,1.0,0.0,101.7,100.9,2.0,18.9
Cc1cc([N+](=O)[O-])ccc1NCc1ccccc1[N+](=O)[O-],-49.2,0.0,99.2,0.0,-6.0,-4.0,-1.0,103.5,99.4,-6.0,3.2
CCCC(=O)C1=C(O)C(C(=O)OC)C(C)(C)CC1=Nc1ccc(N)cc1 (configuration not stated),-29.5,2.0,98.9,0.0,-10.0,-7.0,-5.0,99.9,100.4,-13.0,26.9
N#Cc1ccc(-c2ccc(OCC(=O)NCC(=O)Nc3ccc(F)c(F)c3F)cc2)cc1,-74.9,-6.0,102.1,-5.0,-5.0,0.0,-9.0,102.2,101.4,1.0,-77.6
O=C(Nc1ncccc1O)c1c(O)c2ccccc2[nH]c1=O,-7.0,.,101.9,.,.,.,.,?,103.5,.,-2.6
Cc1ccc(OCCNS(=O)(=O)c2ccc(N3CCCC3=O)cc2)cc1C,-2.3,0.0,100.5,0.0,0.0,0.0,-1.0,100.8,99.0,0.0,2.6
O=C(CCn1cnnn1)Nc1cccc(F)c1,-12.0,-2.0,104.9,2.0,-2.0,-1.0,-3.0,107.3,104.5,-5.0,-41.1
O=c1c2ccccc2c(-c2ccccc2)nn1-c1ccccn1,-12.6,1.0,100.0,-2.0,-2.0,-2.0,-3.0,103.2,99.1,-1.0,-20.4
CCCNCc1cc(OC)c(OCC(=O)Nc2ccccc2)cc1Br,-35.2,1.0,100.2,0.0,0.0,0.0,1.0,?,98.3,-2.0,16.2
O=C(Nc1ccccc1N1CCOCC1)c1ccc(Cl)nc1,-50.4,-1.0,102.0,-3.0,-4.0,-1.0,-2.0,?,100.0,-4.0,3.6
CC(=O)c1c(C)[nH]c(C(=O)OCC(=O)Nc2ccc(C)cc2[N+](=O)[O-])c1C,6.0,2.0,100.7,0.0,-1.0,0.0,0.0,102.7,102.4,-3.0,8.2
O=C(N/C(=C/C=C/c1ccccc1)C(=O)N1CCCCC1)c1ccc([N+](=O)[O-])cc1,-6.1,0.0,105.0,-4.0,1.0,-1.0,0.0,105.3,103.1,7.0,9.9
Cc1ccc(-n2c3c(cc(C(=O)NCc4ccco4)c2=O)C(=O)CCC3)cc1,-20.4,2.0,99.5,4.0,-1.0,0.0,1.0,94.0,97.4,0.0,-5.6
C=CCN(CC=C)C(=O)C1CCC(C(=O)N(CC=C)CC=C)CC1 (configuration not stated),-20.5,-5.0,101.0,-2.0,-4.0,-9.0,-7.0,100.5,99.3,-17.0,2.4
O=C1C=C(NC2CC2)C2(CCCCC2)O1,-17.6,0.0,99.2,0.0,2.0,0.0,4.0,107.7,103.3,0.0,13.0
O=C(O)CSc1nnc(Cc2cccc3ccccc23)n1-c1cc(C(F)(F)F)cc(C(F)(F)F)c1,-14.5,.,99.9,.,.,.,.,?,97.4,.,21.0
